# From PubChem
# GPR151 activ – activators of human GPR151, primary screen, cell-based, PathHunter beta-arrestin, luminescence; G-protein coupled receptor 151 (Homo sapiens), Q8TDV0; PathHunter beta-arrestin GPR151 cells; activation, % at 11.2 µM; 1% of 650,000 active; in the data active = activation above about 4.9%;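 also: 0% = median of compound wells and 100% = cells with positive control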
# Target sequence (Q8TDV0 whole entry, looked up): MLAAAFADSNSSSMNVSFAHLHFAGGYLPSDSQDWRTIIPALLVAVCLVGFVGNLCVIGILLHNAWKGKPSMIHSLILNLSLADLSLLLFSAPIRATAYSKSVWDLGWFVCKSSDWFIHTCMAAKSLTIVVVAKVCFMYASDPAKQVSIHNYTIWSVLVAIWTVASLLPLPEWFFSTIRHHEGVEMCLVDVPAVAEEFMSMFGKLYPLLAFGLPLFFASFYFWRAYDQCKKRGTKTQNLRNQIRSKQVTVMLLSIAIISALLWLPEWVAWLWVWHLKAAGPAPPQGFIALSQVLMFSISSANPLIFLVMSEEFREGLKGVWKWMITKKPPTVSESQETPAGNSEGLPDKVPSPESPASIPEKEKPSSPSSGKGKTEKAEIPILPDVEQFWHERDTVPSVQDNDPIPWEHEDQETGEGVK
# FBW7 activator – FBW7 E3 ligase activators, primary screen, biochemical, AlphaScreen, human | F-box/WD repeat-containing protein 7 (Homo sapiens), Q969H0 | AlphaScreen FBW7–phospho-cyclin E peptide binding, activator screen | normalized activity (activation), % at 26.1 µM | 0.13% of 650,000 active | AID 1259310, 2017; in the data active = normalized activity above about 1.9%;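 also: purified mutant Fbw7 with reduced substrate affinity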
# MITF primary – MITF inhibitors, primary screen, biochemical, AlphaScreen, human; AID 1259374, 2018; AlphaScreen MITF homodimerization, bead proximity signal; inhibition, % at 2.6 µM; 0.91% of 650,000 active; Microphthalmia-associated transcription factor (Homo sapiens), O75030; in the data active = inhibition above about 50%;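 also: 0% = vehicle wells with protein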
# Target sequence (O75030 whole entry, looked up): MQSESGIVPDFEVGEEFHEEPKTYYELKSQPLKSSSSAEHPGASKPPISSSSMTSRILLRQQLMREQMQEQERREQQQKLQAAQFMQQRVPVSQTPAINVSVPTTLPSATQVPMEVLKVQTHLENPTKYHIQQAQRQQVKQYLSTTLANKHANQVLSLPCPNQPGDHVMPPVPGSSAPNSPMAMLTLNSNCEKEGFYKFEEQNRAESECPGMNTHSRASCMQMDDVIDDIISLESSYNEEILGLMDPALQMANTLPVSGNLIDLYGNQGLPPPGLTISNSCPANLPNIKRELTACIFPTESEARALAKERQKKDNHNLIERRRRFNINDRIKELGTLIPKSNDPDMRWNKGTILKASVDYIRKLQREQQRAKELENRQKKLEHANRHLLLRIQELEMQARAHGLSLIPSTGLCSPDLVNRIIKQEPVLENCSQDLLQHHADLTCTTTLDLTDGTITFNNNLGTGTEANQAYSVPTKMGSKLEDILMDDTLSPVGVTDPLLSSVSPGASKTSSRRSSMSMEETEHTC
# TEAD-YAP block – TEAD-YAP interaction inhibition, primary screen, TEAD-YAP interaction inhibitor project, luminescence, HEK-TIYL cells | TEAD-Gal4/YAP UAS-luciferase luminescence | inhibition, % at 9.12 µM | 1.4% of 640,000 active; in the data active = inhibition above about 32%;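 also: 0% = median of test compound wells and 100% = reference inhibitor wells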
# * hit, by the source's call; · = no result given.
# Preview, 4 compounds:
SMILES,GPR151 activ,FBW7 activator,MITF primary,TEAD-YAP block
CC(C)c1ccccc1NC(=O)C1C2C=CC(C2)C1C(=O)O (configuration not stated),0.8,0.1,-15,-1
CN(CC(=O)NCCN1CCCCC1)c1nnc(N2CCCC2=O)s1,-2.3,0.5,7,3
O=C(NC(CO)Cc1ccccc1)c1ccccc1C(F)(F)F (configuration not stated),1.1,-0.2,3,-3
O=C1NC(=O)N(Cc2ccc(F)cc2)C(=O)/C1=C\c1ccco1,-0.2,-0.9,30,-4

# Results, previewed entries included:
SMILES,GPR151 activ,FBW7 activator,MITF primary,TEAD-YAP block
CC(C)c1ccccc1NC(=O)C1C2C=CC(C2)C1C(=O)O (configuration not stated),0.8,0.1,-15,-1
CN(CC(=O)NCCN1CCCCC1)c1nnc(N2CCCC2=O)s1,-2.3,0.5,7,3
O=C(NC(CO)Cc1ccccc1)c1ccccc1C(F)(F)F (configuration not stated),1.1,-0.2,3,-3
O=C1NC(=O)N(Cc2ccc(F)cc2)C(=O)/C1=C\c1ccco1,-0.2,-0.9,30,-4
O=C(CCn1c(=S)[nH]c2ccccc2c1=O)NCCc1ccc(Cl)cc1,-0.2,-0.1,-9,-1
Fc1ccc(N2CCN(Cc3nnnn3Cc3cccs3)CC2)cc1,0.2,-0.1,-6,-10
CC(=O)c1ccc(NC(=O)c2noc3c2CC(C(C)(C)C)CC3)cc1 (configuration not stated),1.4,-0.1,4,-5
Cc1ccc(-n2cc(-c3ccccc3)c3c(NC(C)C)ncnc32)cc1,-0.8,-0.1,-1,-7
Cc1nc2c(C(=O)NCCc3ccc(Cl)cc3)cnn2c(C)c1Cc1cccc(Cl)c1,2.8,0.0,2,-3
CCN(c1ccc(F)cc1)S(=O)(=O)c1ccc2[nH]cc(C(=O)NCc3ccccn3)c(=O)c2c1,-0.5,-0.6,12,-7
CCCn1c(C)cn2c3c(=O)n(Cc4ccccc4Cl)c(=O)n(C)c3nc12,1.1,0.0,-6,-6
COc1ccc(CNC(=O)c2c(O)nc3cc(C)ccn3c2=O)cc1,0.7,0.0,-3,3
Cc1[nH]c2ccccc2c1C=NCCc1ccncc1,0.5,0.0,-9,4
COc1ccc(CNC(=O)Cn2ncc3c(=O)oc4ccccc4c32)cc1,0.0,0.0,10,2
O=C(Nc1ccc(Br)cc1Br)c1cccc(F)c1,-0.6,-0.1,-13,-20
Cc1cc(NC(=O)c2cc3c(=O)n(C)c4ccccc4c3n2C)no1,1.3,0.0,3,4
OCCn1c(SCCSc2nc3ccccc3n2CCO)nc2ccccc21,-0.4,0.0,-3,-28
O=C(Nc1ccc(F)cc1)Nc1ccc(C(=O)O)cc1,-4.7,-0.2,-1,0
COC(=O)c1ccc(-c2ccc(/C=C3/NC(=O)N(Cc4ccc(Br)cc4)C3=O)o2)c(C)c1,0.6,0.0,10,11
CC(=O)N1CC(C)Sc2cc(S(=O)(=O)Nc3cc(C)cc(C)c3)ccc21 (configuration not stated),-0.6,-0.1,-13,0
O=C(Nc1cccc(Cl)c1Cl)C1CC(=O)N(Cc2ccccc2)C1 (configuration not stated),-0.6,0.1,3,1
COC(=O)c1ccc(CN2CCC(Cn3cnc4ccccc43)CC2)cc1,-0.9,-0.4,82*,16
COC(=O)CN(C)C(=O)CC1(c2ccccc2C)CC(=O)N(Cc2ccncc2)C1=O (configuration not stated),-1.4,0.2,7,1
Nc1c(C(=O)c2cccs2)sc2nc3c(c(-c4ccccc4Cl)c12)CCCC3,-0.8,-0.1,-10,4
CCOC(=O)c1ccccc1NC(=O)c1c(-c2ccccc2Cl)noc1C,-0.6,-0.2,0,19
COc1cc2cc(C#N)c(SCC(=O)Nc3cccc(F)c3)nc2cc1OC,1.6,0.1,-3,0
O=C(Cn1nc2c3ccccc3nc(C3CC3)n2c1=O)NC1CC1,0.9,-0.1,-6,-1
CCSc1ccccc1C(=O)N1CCCC(c2nnc(C)s2)C1 (configuration not stated),1.5,0.8,8,13
CC1(C)CC(=O)c2sc(NC(=O)CCS(=O)(=O)c3ccccc3)nc2C1,-0.7,0.2,-2,-1
CCCCOC(=O)c1ccc(NC(=O)CCN2C(=O)c3ccccc3C2=O)cc1,-0.2,0.0,1,-4
N#Cc1nc(-c2cccs2)oc1N1CCCCC1,3.3,-0.1,1,-9
COc1ccc(OC)c(NC(=O)Cn2c(=O)n(C(C)C)c3ncccc32)c1,-1.1,0.0,12,-10
CC(Nc1ccc(Cl)cc1)C(=O)N/N=C/c1ccncc1 (configuration not stated),0.2,0.0,-7,16
Cc1cc2c(cc1[N+](=O)[O-])-c1ncccc1C2,-3.2,0.0,14,-5
COc1ccc(CCN=c2c([N+](=O)[O-])nn(-c3ccc4c(c3)OCCO4)n2O)cc1OC,0.2,-0.2,9,17
O=S(=O)(c1ccccc1)N1N=C(c2cccs2)CC1c1cccc(O)c1 (configuration not stated),-0.9,0.3,10,7
Cn1c(=O)c2c(nc(SCC(N)=O)n2Cc2ccccc2Cl)n(C)c1=O,-0.5,0.5,16,5
C/C(=N/NC(=O)c1ccc(Cl)cc1)C1CC1,2.8,0.0,-6,-13
CC1CCc2sc(NC(=O)Cc3cccc4ccccc34)c(C#N)c2C1 (configuration not stated),0.6,0.0,18,3
Cc1cc(-n2c(C)cc(C=O)c2C)ccc1I,0.3,0.0,19,-12
NC(=S)N/N=C/C=C/c1ccccc1,-0.1,0.0,9,10
O=C(Cc1ccc(Br)cc1)N1CCCCC1,1.2,-0.1,-4,-40
COC(=O)Cc1ccc(NC(=O)c2ccc(Br)o2)cc1,-2.1,-0.1,-3,-38
CC1CC(C)CN(C(=O)c2ccc(S(=O)(=O)N3CCCC3)cc2)C1 (configuration not stated),2.9,0.0,3,11
CC(=O)N1CCc2c(sc(NC(=O)c3cc4ccccc4oc3=O)c2C#N)C1,-0.3,0.0,-13,1
CCOC(=O)c1c(-c2ccccc2)csc1NC(=O)c1onc(C)c1Cl,0.1,0.0,5,-9
Cc1nc2c(c(C)c1CCC(=O)Nc1ccc(Cl)cc1)c(=O)n(C)c(=O)n2C,1.8,-0.2,0,-8
CCOC(=O)c1ccc(NC(=O)CNC(=O)C23CC4CC(CC(C4)C2)C3)cc1,-0.8,0.0,7,-1
Cc1ccc(C)c(NS(=O)(=O)c2cc3c4c(c2)CCN4C(=O)CC3)c1,2.0,0.0,1,5
COC(=O)C1=C(C)N=c2s/c(=C/c3ccc(N(C)C)cc3)c(=O)n2C1/C=C/c1ccccc1 (configuration not stated),1.5,-0.1,-4,1

# Sorted by molecular weight (rising): part of the list above.
SMILES,GPR151 activ,FBW7 activator,MITF primary,TEAD-YAP block
CC(C)c1ccccc1NC(=O)C1C2C=CC(C2)C1C(=O)O (configuration not stated),0.8,0.1,-15,-1
CC(Nc1ccc(Cl)cc1)C(=O)N/N=C/c1ccncc1 (configuration not stated),0.2,0.0,-7,16
COc1ccc(CCN=c2c([N+](=O)[O-])nn(-c3ccc4c(c3)OCCO4)n2O)cc1OC,0.2,-0.2,9,17

# In another format: entries from further up
# Values run as follows: GPR151 activ, FBW7 activator, MITF primary, TEAD-YAP block
- COC(=O)Cc1ccc(NC(=O)c2ccc(Br)o2)cc1
    -2.1, -0.1, -3, -38
- CC1CC(C)CN(C(=O)c2ccc(S(=O)(=O)N3CCCC3)cc2)C1 (configuration not stated)
    2.9, 0.0, 3, 11
- CC(=O)N1CCc2c(sc(NC(=O)c3cc4ccccc4oc3=O)c2C#N)C1
    -0.3, 0.0, -13, 1
- CCOC(=O)c1c(-c2ccccc2)csc1NC(=O)c1onc(C)c1Cl
    0.1, 0.0, 5, -9

# The results go on.
SMILES,GPR151 activ,FBW7 activator,MITF primary,TEAD-YAP block
COc1ccc(-c2cn(S(=O)(=O)c3ccc(Br)c(OC)c3)nc2N)cc1,1.1,0.0,-2,-10
O=C(NCc1ccccc1Cl)c1ccc2c(=O)n(Cc3ccc4c(c3)OCO4)c(=S)[nH]c2c1,-1.6,0.1,21,3
Cn1c(=O)c2c(nc(NC3CCCCC3)n2Cc2ccc(Cl)c(Cl)c2)n(C)c1=O,-0.8,-0.1,13,-12
Cc1ccc(CNc2ccnc3c(-c4ccc(C(=O)NCCN(C)C)cc4)cnn23)c(C)c1,1.8,0.1,-35,-8
c1ccc(CNc2ncnc3c2c(-c2ccccc2)cn3-c2ccccc2)cc1,1.9,-0.1,1,-7
CCCCC[C@H](O)/C=C/[C@@H]1C(C/C=C\CCCCN(C)C)[C@@H](O)C[C@H]1O (some centres not stated),1.7,·,-8,·
CN(Cc1ccccc1)C(=O)Cn1c(=O)oc2cc(S(=O)(=O)N3CCCC3)ccc21,-0.2,-0.2,5,17
O=C(NCCCNc1ccc([N+](=O)[O-])cc1)c1ccccc1Cl,-1.1,0.5,4,8
Cc1ccnc(NC(=O)Nc2ccc(Cl)cc2Cl)c1,2.1,0.0,8,-63
O=C1CC(c2cccs2)CC2=C1C(c1ccccc1F)Nc1ccccc1N2 (configuration not stated),1.6,-0.2,-7,11
CNC(=O)c1ccccc1Nc1cc(Nc2ccc(F)cc2OC)ncc1C(F)(F)F,-1.3,0.4,-2,18
CCCn1c(COc2ccccc2)nc2ccccc21,-1.2,-0.1,2,1
CCC(C)Nc1nc(OC)nc(N(C#N)CC(=O)N(c2ccccc2)C(C)C)n1 (configuration not stated),0.8,0.1,11,5
CCCOC(=O)c1ccc(NC(=O)c2ccc([N+](=O)[O-])cc2)cc1,-0.3,0.2,11,-13
CCN(CC)c1ccc(/C=C2\C(=O)NC(=O)N(Cc3ccccc3)C2=O)cc1,0.0,0.1,13,9
O=C(NCCc1ccc(O)cc1)c1cccc(-c2cccs2)n1,-0.8,-0.1,19,6
COc1cccc(CC(=O)Nc2cnc3cnc(-c4cccc(N(C)C)c4)cn23)c1,-0.1,-0.1,-13,7
Cc1cccn2c(=O)c(/C=N/O)c(N3CCCCC3)nc12,-0.4,-0.3,-2,4
Cc1ccc(-c2noc(CNC(=O)COc3ccc(C(C)C)cc3)n2)cc1,1.1,0.0,2,13
Cc1ccc(NC(=O)c2ccc(F)c(S(=O)(=O)NC3CCCCCC3)c2)cc1F,0.6,0.1,-3,-3
Cc1onc(-c2ccccc2)c1CNS(=O)(=O)c1ccc(-c2ccccn2)s1,-0.1,0.1,11,15
COc1ccccc1Nc1nc(Cl)c(C=O)s1,-1.1,0.3,-7,27
O=C(Nc1ccc(-c2nc3c(Cl)cc(Cl)cc3[nH]2)cc1)C1CCCCC1,0.7,0.1,-1,-10
CC1CC(C)CN(C(=O)c2ccc(N3CC4CC(C3)c3cccc(=O)n3C4)c(NC(=O)c3cc4ccccc4oc3=O)c2)C1 (configuration not stated),0.5,-0.1,0,-17
Cc1ccc(-n2c(=O)[nH]cc(C(=O)Nc3ccc(C(N)=O)cc3)c2=O)cc1,0.8,1.0,1,-3
O=C(CC1Nc2ccccc2NC1=O)Nc1ccc(Cl)cc1[N+](=O)[O-] (configuration not stated),-1.1,0.2,15,10
O=C(C1=CCN(S(=O)(=O)c2ccc(F)cc2)CC1)N1CCOCC1,0.4,-0.2,0,1
CCOc1ccc2ccccc2c1CNC,2.4,-0.3,10,-18
C#CCN1C(=O)C(O)(CC(=O)c2ccccc2[N+](=O)[O-])c2cc(Br)ccc21 (configuration not stated),-0.7,0.1,-21,15
COC(=O)c1cc(S(=O)(=O)Nc2cccc(F)c2)cn1C,-1.9,0.4,11,12
C=CCOC(=O)c1cc(-c2ccc(/C=C3/C(=O)N(c4ccc(Br)cc4)N=C3C)o2)ccc1Cl,1.1,0.1,6,-5
N#Cc1nc(-c2cccs2)oc1N1CCN(c2ccccc2)CC1,1.0,-0.1,9,10
COc1ccc(NC(=O)CCN2CCC(C)CC2)cc1,0.8,-0.1,5,3
CCCCCOc1ccc(NC(=O)C2CC=CCC2C(=O)O)cc1 (configuration not stated),0.0,-0.1,0,-11
COc1ccc(CNc2n[nH]c3nc(C)cc(C)c23)cc1CN1CCCC1,-0.4,-0.3,-14,-5
CCOc1ccc(NC(=O)CC2C(=O)N(c3ccc(Cl)cc3)C(=S)N2CCc2ccccc2)cc1 (configuration not stated),-0.5,0.1,19,1
Cc1ccc(-c2csc(/C(C#N)=C/c3cccs3)n2)cc1,-2.4,0.0,4,-21
O=C1C2=C(C(c3ccc(Cl)cc3)=NCCN2)C(c2ccccc2)N1c1ccccc1 (configuration not stated),0.0,0.1,13,-1
COc1ccc(-c2nc(NCCN3CCOCC3)c3ncn(-c4ccsc4)c3n2)cc1,0.7,-0.1,8,51*
Cc1cc(C)n(CC2CCN(C(=O)c3cc4ccccc4[nH]3)CC2)n1,-1.6,-0.1,-8,-4
COc1ccc(NC(=O)c2sc3nc(-c4cccc([N+](=O)[O-])c4)cn3c2C)c(OC)c1,-0.2,0.5,18,6
O=C(NCCOc1ccccc1)c1cncc(Nc2ccccn2)c1,-0.5,0.5,0,-5
CCCn1cc(-c2ccc(Nc3nccc(-c4cncc(N5CCOCC5)c4)n3)cc2)cn1,1.0,0.2,7,47*
COc1cc(/C=C2\C(=O)NN(c3cccc(Cl)c3)C2=O)ccc1O,0.0,-0.2,11,10
COc1cc(/C=C2\C(=O)Nc3ccccc32)ccc1OCC(=O)NC(C)c1ccccc1 (configuration not stated),-0.3,-0.3,41,6
Cc1ccccc1C(=O)Nc1cccc(NCc2cc(Cl)cc([N+](=O)[O-])c2O)c1,1.6,0.0,19,-6
O=C(O)c1ccc2c(c1)N(Cc1cccc(Cl)c1)C(=O)CS2,-0.6,-0.1,10,20
Cc1ccc(NC(=O)C(=O)NCCCN2CCOCC2)c(C)c1,0.4,0.2,10,2
